# HEK cytotox – cytotoxic compounds in HEK 293 cells; HEK 293 viability, ATP luminescence (CellTiter-Glo), 48-72 h; Potency, µM (doses to about 115 µM), for the others: at the top dose activity change, negative = cytotoxicity, actives largely listed as inhibitors; 94,000 compounds, 6.6% hits; also: potency is read from the fitted curve at half-maximal effect; nearly all actives have a fitted effect of over 60% in size
#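 HEK 293 cells seeded at 250 cells/well were exposed to compound for 48 or 72 hr at 37 degree Celsius. Viability taken as ATP content by CellTiter-Glo luminescence.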
# HEK293 viab – reduces viability of HEK-293 SNCA reporter cells; HEK-293-SNCA-luc viability, GF-AFC fluorescence, 24 h; Potency, µM (titrated, usually from 57.1 µM), for the others: at the highest dose activity change, negative = cytotoxicity, most hits filed as cytotoxic; 150,000 compounds, 0.12% hits;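 also: potency is read from the fitted curve at half-maximal effect; 0% = DMSO-treated cells and -100% = medium-only wells without cells; nearly all actives have a fitted effect of over 30% in size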
#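 Cytotoxicity counterscreen: after 24 h compound treatment of genome-edited SNCA-luciferase HEK-293 cells, live-cell protease substrate GF-AFC read by fluorescence after 30 min; activity scaled between DMSO (0%) and medium-only (-100%), curves Hill-fitted.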
# GPT2 inh – inhibitors of human GPT2 alanine aminotransferase | Recombinant GPT2, coupled pyruvate oxidase/HRP Amplex Red fluorescence | Potency, µM (series often up to 57.7 µM), for inactives: at the highest dose activity change, negative = inhibition, hits mostly inhibitors | AID 1671188 | 100,000 compounds, 0.25% hits; also: potency is read from the fitted curve at half-maximal effect; nearly all actives have a fitted effect of over 60% in size; many of its hits are not listed in these tables
#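 Recombinant GPT2 (10ng/uL) with 250uM a-KG and 2mM L-alanine, 30 min at room temperature, in HEPES pH 7.5 buffer. Pyruvate detected by pyruvate oxidase/HRP/Amplex Red fluorescence after 30 min in the dark; AOA (50uM) as positive control.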
# IP6K1 inhibitor – inhibitors of human IP6K1 | Q92551 | activity change, % (series mostly up to about 58 µM) | IP6K1 kinase, ADP-Glo luminescence, 2 h; active compounds read low | 140,000 compounds, 0.81% hits; in the data active = activity change below about -25%
# Target sequence (Q92551 whole entry, looked up): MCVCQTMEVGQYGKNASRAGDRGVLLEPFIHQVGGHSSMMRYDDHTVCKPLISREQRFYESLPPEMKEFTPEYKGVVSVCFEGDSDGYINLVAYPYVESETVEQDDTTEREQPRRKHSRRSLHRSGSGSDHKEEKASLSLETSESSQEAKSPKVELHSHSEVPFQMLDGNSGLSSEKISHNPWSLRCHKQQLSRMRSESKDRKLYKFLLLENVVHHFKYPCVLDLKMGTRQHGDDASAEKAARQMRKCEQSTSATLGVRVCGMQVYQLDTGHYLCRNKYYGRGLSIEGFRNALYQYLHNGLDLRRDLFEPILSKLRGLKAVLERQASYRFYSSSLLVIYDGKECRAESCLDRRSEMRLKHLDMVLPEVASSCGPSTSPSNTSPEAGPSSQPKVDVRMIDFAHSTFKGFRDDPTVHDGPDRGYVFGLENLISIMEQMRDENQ
#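 ADP-Glo luminescence measures ADP made by human IP6K1 during a 2 h RT reaction with ATP/IP6 (mix at 1.3 mM/130 uM); top library doses 57.5 and 19.1 uM final.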
# SNCA expr inh – SNCA gene expression inhibition; Potency, µM (doses to about 57.2 µM), for the others: at the highest dose activity change, negative = inhibition, actives largely listed as inhibitors; HEK-293 SNCA-luciferase knock-in, luminescence, 24 h; 140,000 compounds, 0.17% hits;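 also: potency is read from the fitted curve at half-maximal effect; plate controls were DMSO cells for no effect and cell-free wells for full effect; nearly all actives have a fitted effect of over 45% in size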
# Luciferase inh – inhibitors of firefly (Photinus pyralis) luciferase; purified P. pyralis luciferase, luminescence, biochemical; 76,000 compounds, 2.5% hits; P08659; Potency, µM (doses to about 115 µM), without a hit: top-dose activity change, negative = inhibition, actives largely listed as inhibitors; also: potency is read from the fitted curve at half-maximal effect; nearly all actives have a fitted effect of over 65% in size
# Target sequence (P08659 whole entry, looked up): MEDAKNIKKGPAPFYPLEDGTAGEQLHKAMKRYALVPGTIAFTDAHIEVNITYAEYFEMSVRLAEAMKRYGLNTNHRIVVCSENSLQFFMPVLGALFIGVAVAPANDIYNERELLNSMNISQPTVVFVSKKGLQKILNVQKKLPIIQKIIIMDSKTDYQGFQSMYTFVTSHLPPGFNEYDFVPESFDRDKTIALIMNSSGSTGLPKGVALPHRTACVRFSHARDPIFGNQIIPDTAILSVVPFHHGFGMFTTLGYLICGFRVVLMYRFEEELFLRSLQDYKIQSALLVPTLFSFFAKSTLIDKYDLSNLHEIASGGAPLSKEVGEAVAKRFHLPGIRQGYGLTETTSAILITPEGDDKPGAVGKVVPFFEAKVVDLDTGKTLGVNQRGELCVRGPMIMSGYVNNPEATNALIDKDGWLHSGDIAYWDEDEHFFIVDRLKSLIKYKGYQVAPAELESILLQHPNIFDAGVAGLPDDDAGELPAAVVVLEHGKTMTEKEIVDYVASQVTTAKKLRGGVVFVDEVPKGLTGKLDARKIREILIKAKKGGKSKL
#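 Purified 10nM P. pyralis luciferase with 10uM D-luciferin and 10uM ATP in 50mM Tris acetate pH 7.5, 10mM Mg acetate, 0.01% Tween-20, 0.05% BSA. qHTS titration; luminescence read by CCD imager.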
# NIH3T3 tox – cytotoxic compounds in NIH 3T3 cells; 94,000 compounds, 4.3% hits; Potency, µM (series often up to 96.7 µM), without a hit: at the highest dose activity change, negative = cytotoxicity, usual class: inhibitors; NIH 3T3 viability, CellTiter-Glo ATP luminescence, 48-72 h; also: potency is read from the fitted curve at half-maximal effect; nearly all actives have a fitted effect of over 55% in size
#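 Cytotoxicity was measured by CellTiter-Glo ATP luminescence after 48 or 72 h compound exposure at 37 °C. Mouse NIH 3T3 fibroblasts were seeded at 400 cells/well and dosed by 23 nL pin transfer.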
# An asterisk follows results filed as active; i = inactive; ? = inconclusive; / = not tested or not shown; [ ] = dose if it differs, or a comment. Unless noted, calls follow the shape of the dose curve; as a rule, active = well fitted curve in the direction sought with a large enough effect; inconclusive = small, poorly fitted or top-dose-only effect, or another doubt; inactive = no such curve, though single readings can be large; an effect the other way counts as inactive or inconclusive. Unless noted, % is scaled to controls: 0 for no effect and ±100 for the full control effect. The list is partial, so the mix of outcomes need not match the whole.
# The first 4 compounds (preview)
# Letter code: A = HEK cytotox; B = HEK293 viab; C = GPT2 inh; D = IP6K1 inhibitor; E = SNCA expr inh; F = Luciferase inh; G = NIH3T3 tox
> O=C1Nc2ccccc2O[C@H]2C[C@@H]1N(C(=O)NCc1ccccc1)C2
  A: -7%[172 µM] | B: 0%[87.6 µM] | C: i | D: -2 | E: -11%[87.6 µM] | F: 0%[172 µM] | G: -10%[138 µM]
> C#C[C@]1(O)CC[C@H]2[C@@H]3CCC4=Cc5oncc5C[C@]4(C)[C@H]3CC[C@@]21C
  A: / | B: 23%[23.9 µM] | C: i | D: -10 | E: 32%[25.6 µM] | F: / | G: /
> Cc1cccc(Nc2c3c(nc4nncn24)CCC3)c1C
  A: / | B: -9% | C: / | D: -27* | E: 48%[activator] | F: / | G: /
> O=C(O)[C@@H]1CN(C(=O)Cc2ccc(O)cc2)C[C@H]1c1cccc(F)c1
  A: i | B: 12% | C: -11% | D: 12 | E: ? | F: -2% | G: 4%

# Main list, from the start:
# Letter code: A = HEK cytotox; B = HEK293 viab; C = GPT2 inh; D = IP6K1 inhibitor; E = SNCA expr inh; F = Luciferase inh; G = NIH3T3 tox
> O=C1Nc2ccccc2O[C@H]2C[C@@H]1N(C(=O)NCc1ccccc1)C2
  A: -7%[172 µM] | B: 0%[87.6 µM] | C: i | D: -2 | E: -11%[87.6 µM] | F: 0%[172 µM] | G: -10%[138 µM]
> C#C[C@]1(O)CC[C@H]2[C@@H]3CCC4=Cc5oncc5C[C@]4(C)[C@H]3CC[C@@]21C
  A: / | B: 23%[23.9 µM] | C: i | D: -10 | E: 32%[25.6 µM] | F: / | G: /
> Cc1cccc(Nc2c3c(nc4nncn24)CCC3)c1C
  A: / | B: -9% | C: / | D: -27* | E: 48%[activator] | F: / | G: /
> O=C(O)[C@@H]1CN(C(=O)Cc2ccc(O)cc2)C[C@H]1c1cccc(F)c1
  A: i | B: 12% | C: -11% | D: 12 | E: ? | F: -2% | G: 4%
> CC(=O)Nc1ccc(NC(=O)CCCn2nc(C)c3sc4ccccc4c3c2=O)cc1
  A: / | B: -6% | C: / | D: 16 | E: -11% | F: / | G: /
> COc1cccc(NS(=O)(=O)c2ccc3[nH]cc(C(=O)NC4CCCCC4)c(=O)c3c2)c1
  A: / | B: -13% | C: / | D: 17 | E: ? | F: / | G: /
> COCCOCc1nc(C2CCNCC2)no1
  A: i | B: 1% | C: -5% | D: -7 | E: -26% | F: 0% | G: i
> Cc1cccc(N2C(=O)N(Cc3cccc(C#N)c3)c3ccccc3S2(=O)=O)c1
  A: / | B: ? | C: / | D: 23 | E: -10% | F: / | G: /
> CCOc1cc(CNc2ccc(O)cc2)cc(Cl)c1OCc1ccccc1
  A: / | B: ? | C: / | D: 2 | E: -18% | F: / | G: /
> NCC(=O)N1CCC(n2nccc2NC(=O)Nc2ccccc2Cl)CC1
  A: 3% | B: -6% | C: -29% | D: 2 | E: -15% | F: -5% | G: 2%
> COc1ccc(C(=O)N2CCC3(CC2)NC(=O)N(c2cccc(F)c2)N3)c(OC)c1
  A: ? | B: 0% | C: ? | D: 3 | E: -21% | F: 0% | G: -17%
> O=C1[C@@H]2C[C@@H](CN2CC2CC2)Oc2ccccc2N1Cc1ccccn1
  A: ? | B: -12%[87.6 µM] | C: 3%[88.5 µM] | D: -3 | E: -23%[87.6 µM] | F: -5%[172 µM] | G: ?
> O=C(Nc1ccc(Cl)cc1)N1CCCN(c2ccc3nnc(C4CC4)n3n2)CC1
  A: -2% | B: / | C: / | D: 11 | E: / | F: / | G: -26%
> CCOc1ccccc1NC(=O)Cn1c(N2CCc3ccccc3C2)nc(C)cc1=O
  A: ? | B: -19% | C: -8% | D: 14 | E: ? | F: -7% | G: ?
> COCCNC(=O)C(NC(=O)c1ccc(C)cc1)C1CCN(C(=O)c2ccc(Cl)cc2)CC1 (centres undefined)
  A: -7% | B: 11% | C: i | D: 11 | E: 6% | F: -10% | G: -8%
> CC(C)(Oc1nn(Cc2cccc(Cl)c2)c2ccccc12)C(=O)Nc1cccnc1
  A: 35µM* | B: -25%[87.6 µM] | C: -6%[88.5 µM] | D: -1 | E: ? | F: -5%[172 µM] | G: ?
> CC(C)NC(=O)NCc1nnc2n1C(C(=O)NCc1cccnc1)CC2 (centres undefined)
  A: i | B: 9% | C: -1% | D: 14 | E: -5% | F: / | G: i
> CN(C)c1cccc(-c2cc3c(cn2)CN(Cc2cccnc2)CCN3)c1
  A: ? | B: -11%[87.6 µM] | C: i | D: -6 | E: -35%[87.6 µM] | F: ? | G: ?
> O=C(Cc1ccc(F)cc1)N1CCC2(CC1)N=C(c1ccccc1)NO2
  A: -7% | B: 26% | C: -4% | D: 1 | E: 11% | F: 1% | G: -2%
> COCCCNc1cc(-c2ccccc2OC)nc2c(C)noc12
  A: ? | B: -1%[87.6 µM] | C: 1%[88.5 µM] | D: 16 | E: -13%[87.6 µM] | F: 4%[172 µM] | G: ?
> CC(C)(C)OC(=O)N1CCC(c2c(C(=O)N3CCN(c4cccc(Cl)c4)CC3)cnn2-c2cccc(Cl)c2)CC1
  A: / | B: 9% | C: / | D: 14 | E: 14% | F: / | G: /
> COCCN1C(=O)c2cccn2CC1CNC(=O)c1ccc(Cc2c(C)n[nH]c2C)o1 (centres undefined)
  A: -1% | B: 2% | C: 2% | D: 0 | E: 14% | F: 7% | G: -10%
> Cc1cc2oc(C(=O)Nc3sc4c(c3C(=O)NCC3CCCO3)CCC4)cc(=O)c2cc1C (centres undefined)
  A: / | B: 4% | C: / | D: 14 | E: -8% | F: / | G: /
> CC1CCC2C(C)(C)C(O)C(O)CC2(C)C12Cc1c(O)cc(CO)c(C=O)c1O2 (centres undefined)
  A: / | B: 11%[23.9 µM] | C: ? | D: 6 | E: / | F: / | G: /
> O=C(NCC1Cn2cccc2CN1Cc1ccccc1)c1cncc(Br)c1 (centres undefined)
  A: 89µM* | B: 2% | C: -22% | D: -10 | E: 32%[activator] | F: 2% | G: ?
> CCN1C(=O)C(O)(c2c[nH]c3ccccc23)c2cc(Br)ccc21 (centres undefined)
  A: / | B: -11% | C: / | D: 17 | E: -10% | F: / | G: /
> COc1c2occc2cc2ccc(=O)oc12
  A: / | B: 4% | C: 4% | D: -1 | E: 17% | F: / | G: /
> Cc1cccc(NC(=O)N2CCCC(CN3CCOCC3)CC2)c1 (centres undefined)
  A: i | B: 0% | C: -11% | D: -10 | E: 10% | F: -4% | G: i
> COCC(=O)N[C@@H]1CN(Cc2cccc(OC)n2)CC[C@@H]1CO
  A: ? | B: 0%[12.5 µM] | C: i | D: 0 | E: ? | F: -6% | G: -24%
> COc1cccc(CNC(=O)Cn2cccc2-c2nc(-c3ccc(F)cc3)no2)c1OC
  A: ? | B: 3% | C: i | D: 34 | E: -3% | F: 2% | G: -8%
> O=C(NCCc1ccc(Cl)cc1)c1ccc(Cn2c(=O)[nH]c3ccccc3c2=O)cc1
  A: / | B: 1% | C: / | D: -6 | E: -5% | F: / | G: /
> O=C1NCCN1C1CCN([S+](=O)([O-])c2cccc(C(F)(F)F)c2)CC1
  A: i | B: 1% | C: i | D: -9 | E: 34%[activator] | F: / | G: 2%
> CNC(=O)c1cc(C2CC2)cc2onc(C3CCN(C(=O)Cc4ccccn4)CC3)c12
  A: ? | B: / | C: / | D: -2 | E: / | F: / | G: -12%
> COc1ccccc1NC(=O)CSc1nc(-c2cccc(Cl)c2)nc2c1Cc1c(CO)cnc(C)c1O2
  A: / | B: 17% | C: / | D: -13 | E: -3% | F: / | G: /
> CC(=O)Nc1ccc(CN(C)Cc2ccccc2C(F)(F)F)cc1
  A: 89µM* | B: -13%[87.6 µM] | C: i | D: -12 | E: 10%[87.6 µM] | F: 4%[172 µM] | G: ?
> Cc1cccc(C(=O)N2CCNC(=O)C2CC(=O)Nc2ccc(F)cc2)c1 (centres undefined)
  A: / | B: 7% | C: / | D: -6 | E: 33% | F: / | G: /
> COC[C@@H]1[C@H](C(=O)N2CCN(c3cccc(C)c3)CC2)CCC(=O)N1C
  A: 5% | B: 5% | C: 4% | D: 1 | E: 23% | F: -15% | G: -14%
> CC(=O)Nc1ccc(NC(=O)Cn2ccn3nc(-c4ccccc4)c(CO)c3c2=O)cc1
  A: ? | B: -7% | C: i | D: 6 | E: 6% | F: 7% | G: 5%
> COc1ccc(NC(=O)Cn2c(N3CCN(c4ccccc4)CC3)nc(C)cc2=O)cc1Cl
  A: ? | B: 3% | C: i | D: -3 | E: -11% | F: -6% | G: ?
> CC(C)=CCC1C(=O)N(c2ccccc2)N(c2ccccc2)C1=O
  A: / | B: -10%[23.9 µM] | C: i | D: 9 | E: -36%[25.6 µM] | F: / | G: /
> COc1ccccc1/C=C/CN1CCn2nc(CO)cc2C1
  A: ? | B: -5% | C: -3% | D: 18 | E: -12% | F: 1% | G: -11%
> O=C(NCCc1noc(-c2ccccc2)n1)C1CCCCC1
  A: -7% | B: 4% | C: i | D: 17 | E: 4% | F: 10% | G: -13%
> O=C1CO[C@H]2CN(Cc3c[nH]c4ccccc34)C[C@H]2N1Cc1ccccn1
  A: -8%[172 µM] | B: 1%[87.6 µM] | C: 4%[88.5 µM] | D: -10 | E: 8%[87.6 µM] | F: -2%[172 µM] | G: -8%[138 µM]
> CCOc1ccc(C2c3c(oc4ccc(C)cc4c3=O)C(=O)N2CCCN2CCOCC2)cc1 (centres undefined)
  A: / | B: 3% | C: / | D: -5 | E: 0% | F: / | G: /
> C[S+](=O)([O-])N1CCC(Cn2ccc3c(N4CCOCC4)nc(-c4cccc5[nH]ncc45)cc32)CC1
  A: ? | B: -8% | C: -2% | D: -11 | E: -1% | F: 6% | G: 10µM*
> CCOc1ccccc1CNC(=O)CN1CC2CC(C1)[C@H]1CCCC(=O)N1C2 (some centres undefined)
  A: ? | B: -2% | C: -8% | D: 17 | E: -23% | F: -4% | G: ?
> COc1ccc(-c2nc3n(n2)C(c2ccc(O)cc2)C(C(=O)Nc2cccnc2)=C(C)N3)cc1OC (centres undefined)
  A: / | B: -3% | C: / | D: 12 | E: 18% | F: / | G: /
> Cc1cccc(C)c1NC(=O)c1csc2c1CCCC2
  A: / | B: -9% | C: / | D: -21 | E: -4% | F: / | G: /
> CC(C)c1nc2c(c(-c3ccc(Cl)cc3)n1)CCN(Cc1ccc(C(F)(F)F)cc1)CC2
  A: ? | B: -9% | C: ? | D: -4 | E: -9% | F: / | G: ?
> CC(Cn1cncn1)NC(=O)c1cccc(S(=O)(=O)N2CCOCC2)c1 (centres undefined)
  A: -21% | B: -17% | C: ? | D: 15 | E: -5% | F: 6% | G: -10%
> CNC(=O)c1cc(C)nc2onc(C3CCCN(C(=O)c4ccc(C)cc4)C3)c12 (centres undefined)
  A: ? | B: / | C: / | D: 13 | E: / | F: / | G: ?
> NC(=O)[C@@H]1C[C@H](Oc2cccnc2)CN1S(=O)(=O)c1cccnc1
  A: i | B: 14% | C: 0% | D: 11 | E: 18% | F: / | G: -8%

# Screening results as filed in PubChem.
